TROY signal inh = TROY signaling inhibition; hit rate 0.98% among 360,000; Q293 LMP1-TROYcd NF-kB luciferase reporter, 4 h; inhibition, % at 10 µM;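 active means compounds whose plate-normalised and pattern-corrected inhibition of the luciferase reporter signal at the single screening dose is 50% or more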
NR5A2 inv ag = inverse agonists of human LRH-1 (NR5A2); HEK293T StAR-luciferase reporter, LRH-1 transfected, 24 h; inhibition, % at 3.6 µM; hit rate 0.13% among 360,000;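 active means inhibition above the mean inhibition of all tested compounds plus 3 SD, cut at about 73% in these data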;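 further: 0% = DMSO wells and 100% = reporter-only cells lacking LRH-1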
Target sequence (O00482 whole entry, looked up): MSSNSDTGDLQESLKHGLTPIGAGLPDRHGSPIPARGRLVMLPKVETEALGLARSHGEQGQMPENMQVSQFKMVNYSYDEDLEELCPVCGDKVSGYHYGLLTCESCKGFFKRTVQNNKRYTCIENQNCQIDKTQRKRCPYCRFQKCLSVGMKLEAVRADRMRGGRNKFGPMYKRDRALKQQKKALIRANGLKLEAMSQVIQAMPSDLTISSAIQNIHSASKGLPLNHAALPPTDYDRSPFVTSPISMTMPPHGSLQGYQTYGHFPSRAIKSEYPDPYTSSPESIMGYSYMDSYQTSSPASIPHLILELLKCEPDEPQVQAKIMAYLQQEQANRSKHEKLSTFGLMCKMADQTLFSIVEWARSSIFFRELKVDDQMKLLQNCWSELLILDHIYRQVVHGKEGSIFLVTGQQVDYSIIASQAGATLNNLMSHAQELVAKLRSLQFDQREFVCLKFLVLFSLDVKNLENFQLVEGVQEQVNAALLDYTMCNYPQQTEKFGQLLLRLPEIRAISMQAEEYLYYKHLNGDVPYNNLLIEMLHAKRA
SRC3 inh = human NCOA3 inhibition; Q9Y6Q9; AID 588352; inhibition, % at 3.6 µM; hit rate 0.17% among 360,000; HEK293 GAL4-SRC3 luciferase reporter, luminescence;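 active means inhibition above a per-campaign cutoff, the mean of all compounds plus 3 SD, cut at about 60% in these data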;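 further: 0% = DMSO-treated cells and 100% = gossypol-treated cells at 36 µM; higher means less SRC3-driven luciferase light from the GAL4 reporter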
KKLEB tox = CF airway cell cytotoxicity counter-screen; hit rate 0.36% among 360,000; KKLEB CF airway cells viability, ATPlite luminescence, overnight; hits give low values; cells stimulated with P. aeruginosa culture filtrate; AID 602141; activity change (cytotoxicity), % at 5 µM;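 active means corrected activity change at or below -50% at 5 µM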
TRAIL sens C8 = sensitizes caspase-8 expressing cells to TRAIL; inhibition (viability loss, TRAIL sensitization), % at 10 µM; hit rate 1% among 360,000; NB7+C8 cells + TRAIL, ATPlite viability luminescence; AID 624354;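 active means compounds causing at least 50% loss of cell viability in the single-dose screen, relative to plate controls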
COUP-TFII inh = inhibitors of human COUP-TFII (NR2F2). hit rate 0.7% among 370,000. P24468. HEK293T NGFI-A luciferase reporter, luminescence. inhibition, % at 8.6 µM;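 active means inhibition above a per-plate cutoff, mean inhibition of test wells between control levels plus 3 SD, cut at about 38% in these data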;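 further: cells cotransfected with COUP-TFII expression vector driving the NGFI-A reporter; 0% = median of COUP-TF2 test wells and 100% = reporter-only cells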
Target sequence (P24468 whole entry, looked up): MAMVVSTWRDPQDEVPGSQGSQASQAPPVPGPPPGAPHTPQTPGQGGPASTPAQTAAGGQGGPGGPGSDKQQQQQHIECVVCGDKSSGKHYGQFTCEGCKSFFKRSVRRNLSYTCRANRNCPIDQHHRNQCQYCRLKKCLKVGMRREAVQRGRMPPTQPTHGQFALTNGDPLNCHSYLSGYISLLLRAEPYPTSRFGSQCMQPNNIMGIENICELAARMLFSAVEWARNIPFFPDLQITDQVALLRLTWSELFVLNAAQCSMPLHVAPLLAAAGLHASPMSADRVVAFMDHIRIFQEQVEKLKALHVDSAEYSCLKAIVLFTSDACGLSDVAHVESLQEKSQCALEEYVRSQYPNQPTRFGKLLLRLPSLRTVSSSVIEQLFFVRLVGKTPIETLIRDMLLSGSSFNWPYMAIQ
CF NFkB inh = blocks PAF-induced NF-kB reporter in cystic fibrosis cells | AID 588850 | inhibition, % at 5 µM | KKLEB NF-kB-GFP reporter, GFP fluorescence overnight | hit rate 0.86% among 360,000;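 active means at least 50% inhibition at 5 µM, scaled per plate between neutral and stimulator controls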;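 further: PAF is a Pseudomonas aeruginosa culture filtrate used as stimulus; plate controls were PAF-stimulated DMSO wells for no effect and unstimulated DMSO wells for full effect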
SRC2 inh = inhibits human steroid receptor coactivator 2; HEK293 GAL4-SRC2 luciferase reporter, luminescence; inhibition, % at 9 µM; hit rate 0.17% among 370,000;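 active means inhibition above the mean inhibition of all tested compounds plus 3 SD, set per campaign, cut at about 52% in these data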;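 further: 0% = DMSO treated cells and 100% = cells given Gossypol at 36 µM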
NCOA1 inh = inhibitors of human steroid receptor coactivator 1 (SRC1); hit rate 0.12% among 360,000; Q15788; inhibition, % at 3.6 µM; HEK293 GAL4-SRC1 luciferase reporter, luminescence;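 active means inhibition above the campaign mean plus 3 SD, with each screening campaign given its own cutoff, cut at about 60% in these data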;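 further: 0% = DMSO treated cells and 100% = gossypol at 36 µM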
LMP1 NFkB inh = Epstein-Barr LMP1 NF-kappaB reporter inhibition | LMP1-induced NF-kappaB luciferase reporter cells, luminescence | inhibition, % at 12.5 µM | hit rate 0.69% among 350,000; in the data active means inhibition above about 41%;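 further: 0% = neutral control wells and 100% = reference inhibitor control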
TWEAK Fn14 block = blocks TWEAK-Fn14 interaction in a reporter cell assay; inhibition, % at 10 µM; hit rate 2% among 360,000; TWEAK-stimulated Fn14 reporter cells, luciferase luminescence, 8 h; in the data active means inhibition above about 50%
Active calls of the source: *; / = not tested or not shown.

SMILES	TROY signal inh	NR5A2 inv ag	SRC3 inh	KKLEB tox	TRAIL sens C8	COUP-TFII inh	CF NFkB inh	SRC2 inh	NCOA1 inh	LMP1 NFkB inh	TWEAK Fn14 block
COc1ccc(Cn2c(=S)[nH]c3ccsc3c2=O)cc1	18	-1	11	-5	-18	-12	-4	-12	0	-3	-8
COc1ccc(-c2nnc3ccc(SCC(=O)NCC4CCCO4)nn23)cc1 (stereo unspecified)	-7	8	10	-2	2	/	-10	/	5	7	8
OC(CNCc1ccccc1)Cn1ccc2ccccc21 (stereo unspecified)	13	-12	11	7	-7	-14	0	-19	-5	-8	-2
CCn1c(COc2ccc3c(c2)OCO3)nnc1SCC(=O)c1ccc(Cl)cc1	12	5	11	-5	1	4	12	-14	-5	-3	-6
O=C(NCC(=O)N(Cc1ccc(F)cc1)C(C(=O)NCC1CCCO1)c1ccccc1)c1ccco1 (stereo unspecified)	4	13	-7	-2	-24	4	-1	17	8	1	21
CC(C)(C)c1cc(C(=O)O)c(CN2CCCCC2)o1	-6	-2	3	2	-13	12	8	2	3	8	-5
COc1ccc(Br)cc1CNc1ccccc1	-6	-8	-29	-4	-9	-13	-37	-37	-20	-19	-5
COc1ccc(Nc2nc3ccccc3nc2NS(=O)(=O)c2cccs2)c(OC)c1	8	19	24	-2	2	-6	12	-5	-93	5	-1
CCn1cc(C(=O)N[C@@H](C)C(=O)NCCCn2ccnc2)c(=O)c2cc3c(cc21)OCO3	-5	-1	16	16	-4	3	-10	-5	-14	-4	-11
CCOC(=O)C1CCCN(c2nc3ccccc3nc2C(C#N)C(=O)OC(C)COC)C1 (stereo unspecified)	-19	-24	1	-8	-13	7	-14	-16	-16	-10	29
Cn1nc(C(C)(C)C)cc1C(=O)N1CCCCC1c1cc(C(=O)Nc2ccccc2)no1 (stereo unspecified)	-7	23	12	-10	18	27	18	6	15	/	18
Cc1ccc(/C=N/NC(=O)c2ccc(Cn3cc([N+](=O)[O-])cn3)o2)cc1	-35	0	0	11	18	-7	-14	-13	-11	6	-19
CC(C)N(Cc1ccccc1)C(=O)COC(=O)CCC(=O)c1ccc(F)cc1	-4	-3	2	15	9	-8	21	-3	6	5	2
COCCNC(=O)c1nc2ccccc2s1	21	-13	-39	18	-1	-8	-29	-9	-34	-2	-9
COc1ccc(C(=O)N[C@H](C(=O)Nc2ccc(S(=O)(=O)N3CCOCC3)cc2)C(C)C)cc1	16	14	11	-8	12	1	-24	9	14	-3	-1
CC(=O)c1c(C)[nH]c(C(=O)NCc2ccc(Cl)cc2)c1C	-19	21	28	-6	-9	-25	-9	-2	-35	-10	17
O=C(CCCCCN1C(=O)c2ccccc2C1=O)Nc1ccc(C(=O)O)cc1	-8	7	1	-1	0	-2	-1	17	-3	4	3
O=C(CN1CCCCC1)N1c2ccccc2CCc2ccccc21	8	-9	7	7	3	10	-16	-16	6	8	13
COc1ccccc1CC(=O)Nc1nc(-c2ccc(F)c(F)c2)cs1	35	-20	-4	1	-7	0	2	3	-4	-10	-18
CCn1nc(C(=O)NNC(=O)CCOc2cc(C)ccc2C)c2ccccc2c1=O	-9	0	6	10	1	19	-27	3	-16	7	-8
CN(C(=O)c1nn(C)c2c1CSc1ccccc1-2)c1ccccc1Cl	-20	-28	-21	-14	-8	-19	2	-16	-6	-4	6
CC(C)(O)CCC(C)(C)O	10	21	20	11	16	4	-8	-19	-6	0	8
CC(C)N(C(=O)[C@H]1C[C@H](CC(=O)NCc2ccco2)C(=O)N2CCc3c([nH]c4cc(CCC(=O)N(C)C)ccc34)[C@]12C)C(C)C	3	-14	3	-5	9	-8	-5	1	7	4	10
COC(=O)CC1(C(=O)OC)Oc2ccc(Br)cc2C(=O)N1c1cccc(Cl)c1Cl (stereo unspecified)	21	22	20	-22	21	16	45	-7	2	7	27
O/N=C/c1ccccc1OCc1ccccc1F	-60	16	-7	11	-11	-20	10	-16	-15	1	-12

Fetched one by one from the entries so far (5):
SMILES	TROY signal inh	NR5A2 inv ag	SRC3 inh	KKLEB tox	TRAIL sens C8	COUP-TFII inh	CF NFkB inh	SRC2 inh	NCOA1 inh	LMP1 NFkB inh	TWEAK Fn14 block
O=C(CCCCCN1C(=O)c2ccccc2C1=O)Nc1ccc(C(=O)O)cc1	-8	7	1	-1	0	-2	-1	17	-3	4	3
CC(=O)c1c(C)[nH]c(C(=O)NCc2ccc(Cl)cc2)c1C	-19	21	28	-6	-9	-25	-9	-2	-35	-10	17
CC(C)(C)c1cc(C(=O)O)c(CN2CCCCC2)o1	-6	-2	3	2	-13	12	8	2	3	8	-5
COc1ccccc1CC(=O)Nc1nc(-c2ccc(F)c(F)c2)cs1	35	-20	-4	1	-7	0	2	3	-4	-10	-18
CCn1nc(C(=O)NNC(=O)CCOc2cc(C)ccc2C)c2ccccc2c1=O	-9	0	6	10	1	19	-27	3	-16	7	-8

New compounds follow.
SMILES	TROY signal inh	NR5A2 inv ag	SRC3 inh	KKLEB tox	TRAIL sens C8	COUP-TFII inh	CF NFkB inh	SRC2 inh	NCOA1 inh	LMP1 NFkB inh	TWEAK Fn14 block
O=C(CC1CCCCC1)NC1CCCC1	-34	-22	2	-2	1	-8	5	-14	0	0	8
Cc1ccc(SCCC(=O)NNC(=O)c2ccccc2F)cc1	8	13	-4	4	-12	0	4	-23	-17	2	-19
CCCOc1cc(C)nc(-c2ccccc2O)n1	-9	2	-3	-4	-4	-7	17	-26	4	1	-8
COc1ccc(Cl)cc1C(=O)NNC(=O)c1nn(C)c(=O)c2ccccc12	-10	4	6	0	11	22	-9	-17	12	7	-45
COC(=O)c1cccc(NC(=S)NCCC2=CCCCC2)c1	-15	7	11	-8	-5	21	0	28	9	16	12
Cc1ccc(N(CC(=O)N/N=C/c2cccs2)S(C)(=O)=O)cc1Cl	-2	11	-24	19	-4	14	-9	-7	-1	18	20
CCC(CC)C(=O)c1c[nH]c(C(=O)NCC2CCCO2)c1 (stereo unspecified)	4	4	7	0	1	-1	-2	-26	-19	2	-31
CCOC(=O)c1c(CSC(=N)N)n(-c2ccc(C)cc2)c2cc(Br)c(OC(C)=O)cc12	33	16	-8	7	93*	14	12	14	8	-76	92*
Cc1ccccc1OCc1nnc(SCC(=O)N2CCc3ccccc32)n1C	-14	5	1	2	-2	13	-1	19	-12	0	8
COc1ccc(S(=O)(=O)N2CCCCCC2)cc1C(=O)OC(C)C(N)=O (stereo unspecified)	2	-7	19	-10	9	2	12	14	1	-3	9
CCn1c2ccccc2c2cc(NC(=O)COC(=O)c3cccc(S(=O)(=O)NC)c3)ccc21	-21	16	8	2	9	-16	9	1	21	-16	-27
COC(=O)C(Cc1ccc(O)cc1)NC(=O)CCOc1ccc(OC)cc1 (stereo unspecified)	8	14	6	8	-12	-10	-5	-11	0	-3	3
O=C(Nc1ccccc1)N(CCN1CCOCC1)Cc1ccccc1F	-20	-5	-6	2	6	-6	8	10	-14	-5	-25
Cc1ccc(CN=C(N)Nc2nc(C)cc(C)n2)cc1	29	10	32	-17	-40	-8	6	8	6	-2	15
Cc1ccc(/C=C(/C#N)c2nc(CCN3C(=O)c4ccccc4C3=O)cs2)cc1	21	-12	8	18	-3	-10	-4	22	-13	-1	-7
COC(=O)c1ccc(NC(=O)NS(=O)(=O)c2ccc(C)cc2)cc1	-11	-5	8	-2	-12	9	9	-5	-9	-1	-14
CCOC(=O)N1CCN(S(=O)(=O)N2CCCC(C(=O)NCCc3ccc(Cl)cc3)C2)CC1 (stereo unspecified)	6	0	7	-1	6	-5	10	-14	-9	/	-6
CN(C)S(=O)(=O)c1ccc(C(=O)OCCc2ccccc2)cc1	-32	-22	-24	-4	-11	-8	6	-19	-41	-15	-6
CCOC(=O)CSc1nc2ccccc2c(=O)n1CC	5	6	10	-5	1	-4	2	5	-16	0	13
CCn1c(C)c(C(C)=O)c(N2CCN(c3ccccc3)CC2)nc1=S	9	-5	-1	7	-14	12	-5	7	-2	6	14
COc1nc2ccccc2nc1N1CCN(c2ccc(F)cc2)CC1	4	4	6	0	13	-4	-8	8	-10	10	3
Cn1cc([N+](=O)[O-])c(C(=O)N/N=C\c2c[nH]c3ccccc23)n1	-12	8	-14	-7	4	-18	14	12	-64	-3	9
O=C(NCCN1CCCCC1)c1cc(Cl)ccc1Cl	1	0	-2	-16	8	11	1	-30	13	-7	5
Cc1ccc(OCc2nnc(SCC(=O)Nc3ccc(N4CCOCC4)cc3)o2)cc1	6	26	6	-3	-13	-12	8	-31	-14	1	0
CCOc1ccc(-c2nnn(CC(=O)N3CCCC3)n2)cc1OCC	13	-8	18	-9	-4	-4	4	-35	2	4	-2

(further entries)
SMILES	TROY signal inh	NR5A2 inv ag	SRC3 inh	KKLEB tox	TRAIL sens C8	COUP-TFII inh	CF NFkB inh	SRC2 inh	NCOA1 inh	LMP1 NFkB inh	TWEAK Fn14 block
O=C(c1cc(-c2cccs2)nn1-c1ccccc1)N1CCN(S(=O)(=O)c2ccccc2)CC1	10	1	10	-20	18	9	21	-15	5	0	28
CC(=O)N1CCCc2cc(S(=O)(=O)NCc3ccc(C)cc3)ccc21	13	-9	8	5	9	5	-3	0	6	-6	13
O=C(COC(=O)c1ccc(S(=O)(=O)N2CCCC2)cc1)NCCc1ccc(F)cc1	-15	2	13	-35	-7	1	-4	3	0	-2	14
CCN(CC)C(=O)N1CCN(S(=O)(=O)c2c(C)cc(C)cc2C)CC1	15	10	2	-2	7	24	16	16	-5	-2	1
Cc1ccsc1C(=O)N1CCC1(C)C(=O)NS(=O)(=O)c1cccc(F)c1 (stereo unspecified)	-9	-7	-5	-2	13	-3	15	-67	-108	/	-8
COC(C/C=C\[C@H](O)[C@H](C)OCc1ccccc1)OC	-3	3	3	-7	10	-7	0	-8	7	-2	19
O=C(N/N=C/c1ccc(Cl)cc1)c1sccc1OCc1ccc(F)cc1	-69	-4	-28	-17	19	-19	20	-5	-41	26	-55
O=C(CCN1C(=O)/C(=C/c2cccs2)SC1=S)Nc1ccc(C(=O)O)c(O)c1	-32	0	10	-10	-1	3	5	-4	-5	-13	-8
O=C(NCCCN1CCOCC1)c1ccc(Sc2ccccc2Cl)c([N+](=O)[O-])c1	-2	15	-6	-8	17	19	9	8	-1	1	-6
CC(CNS(=O)(=O)c1ccc2c(c1)NC(=O)CCS2)c1ccccc1 (stereo unspecified)	8	21	15	17	14	-19	-25	0	6	-1	2
Cc1cccc(CC(=O)NC2CCN(C)CC2)c1	-7	1	-34	0	-16	5	-14	-25	-2	-7	7

Another view of 3 compounds above:
Every second line gives: TROY signal inh, NR5A2 inv ag, SRC3 inh, KKLEB tox, TRAIL sens C8, COUP-TFII inh, CF NFkB inh, SRC2 inh, NCOA1 inh, LMP1 NFkB inh, TWEAK Fn14 block
COC(C/C=C\[C@H](O)[C@H](C)OCc1ccccc1)OC
→ -3, 3, 3, -7, 10, -7, 0, -8, 7, -2, 19
O=C(N/N=C/c1ccc(Cl)cc1)c1sccc1OCc1ccc(F)cc1
→ -69, -4, -28, -17, 19, -19, 20, -5, -41, 26, -55
O=C(CCN1C(=O)/C(=C/c2cccs2)SC1=S)Nc1ccc(C(=O)O)c(O)c1
→ -32, 0, 10, -10, -1, 3, 5, -4, -5, -13, -8
